Compound activity: PubChem BioAssay, several laboratories
bCat nuc transl = beta-catenin nuclear translocation modulation | HeLa beta-catenin nuclear translocation, immunofluorescence imaging | nuclear translocation activity, % at 5 µM | 0.3% of 190,000 active | AID 1665;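 active means nuclear translocation activity above 50% at 5 µM, with a well cell count of 50 or more; inconclusive means wells under 50 cells across six images, flagged as toxic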;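 further: per-cell ratio of nuclear to cytoplasmic median beta-catenin stain intensity; plate controls were DMSO negative control for no effect and GSK-3 inhibitor IX positive control for full effect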
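System: Human HeLa cells, endogenous beta-catenin | Compound dosing: 5 µM primary, 0.02–20 µM confirmation | Timing: 24 h compound exposure at 37°C, 5% CO2 | Measured by: Fluorescence imaging of beta-catenin antibody stain plus DAPI | Read-out basis: % activation of per-cell nuclear versus cytoplasmic median beta-catenin signal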
Yfh1-off respiration = mitochondrial function rescue without frataxin homolog – Friedreich's ataxia, plus single-dose screen, dose response (AID 1465) | S. cerevisiae Yfh1-off respiration, WST-1 reduction, 72 h; higher fold induction means a stronger effect | fold induction at 50 µM, or EC50 in µM where a hit was titrated | 0.074% of 220,000 active;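 active means fold induction of absorbance versus untreated yeast above a set limit, then at least 30% activation at any dose in follow-up; inconclusive means repeats straddling the limit, or above it without dose testing; inactive means fold induction below the set limit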;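 further: activators that raise dye reduction in frataxin-depleted yeast; strong numbers were not always called active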
MT stabilize HCS = microtubule stabilization, imaging screen | HeLa tubulin immunostaining HCS, 24 h; share of cells brighter than vehicle mean+2SD | % tubulin-high responders, % at 10 µM | 0.83% of 200,000 active | AID 2205;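 active means plate Z-score above 3 for both tubulin-high and condensed-nucleus cell shares, with cell loss under 80%, at 10 µM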;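 further: anti alpha tubulin signal scored within the nucleus-defined area of each cell; some results filed as inactive read as strong as hits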
M17LAP inhibition = P. falciparum M17LAP inhibitors, primary screen, biochemical, fluorogenic H-Leu-NHMec substrate, 1536-well (AID 1619) | recombinant M17LAP, H-Leu-NHMec fluorogenic kinetic assay; higher % means a stronger effect | one-dose inhibition, % at 30 µM; IC50 in µM for titrated hits | 0.38% of 220,000 active;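 active means compound inhibiting the enzyme by more than half at any dose during confirmatory dose-response retesting; inconclusive means strong single-dose inhibitors picked by rank but not retested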;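 further: plate controls were full reaction with DMSO carrier for no effect and no enzyme background for full effect; strong numbers were not always called active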
Dynein cargo inh = dynein cargo transport inhibition; z-score, hits read low; 0.47% of 220,000 active; 3617.4 mouse cells, GR-EGFP nuclear translocation imaging; test concentration mostly 20 µM; stimulated with dexamethasone, 1 µM; active compounds read low; AID 1381;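 active means plate z-score of nuclear minus cytoplasmic receptor signal below a set negative limit, without overly bright fluorescence or cell loss, cut at about -3.5 in these data, passing the limit was not always enough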;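 further: z-score of nuclear minus cytoplasmic ring GR-EGFP intensity difference per well; some compounds called inactive have numbers as strong as hits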
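Schedule: 48 h induction, then 1 h compound, then 30 min agonist, 37 °C. Buffer or medium: tetracycline-free induction medium containing charcoal-stripped FBS. Reagent: 1.0 µM final dexamethasone stimulus. Evaluation: nuclear versus cytoplasmic GR-EGFP signal, averaged per well. Signal: high-content fluorescence imaging after fixation.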
Autophagy mod = alters autophagy in cells | AID 463193 | MEF GFP-LC3 puncta imaging; test concentration mostly 10 µM | 0.98% of 190,000 active | calls only at 10 µM (by protocol);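 active means percentage of spot-positive cells more than 3 SD above its plate mean, without a fluorescence outlier flag or 80% toxicity; inconclusive means no clear call, values can overlap the other calls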;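 further: spot-positive cell cutoff set from DMSO-treated cells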
P. falciparum M1AAP = malaria alanyl aminopeptidase activity blockers – biochemical, fluorogenic H-Leu-NHMec substrate, 1536-well (AID 1445); inhibition, % at 30 µM, or IC50 in µM where a hit was titrated; 0.42% of 220,000 active; recombinant M1AAP, H-Leu-NHMec fluorogenic kinetic assay; higher % means a stronger effect;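 active means primary inhibition above the hit cutoff, then over 50% inhibition at one or more dose response concentrations, cut at about 23% in these data, passing the limit was not always enough; inconclusive means conflicting primary data, or primary hits not chosen for dose response; inactive means low primary inhibition, or under 50% at every dose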;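 further: plate controls were DMSO full reaction for no effect and no enzyme background for full effect; strong numbers were not always called active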
WT yeast gro inh = growth inhibition of WT yeast, mitochondrial fusion screen; mitochondrial fusion phenotypic screen, WT strain; inhibition, % at 10 µM; 2.1% of 190,000 active; in the data active means inhibition above about 58%; tested in S. cerevisiae
T cell HTS = T cell immune modulators affecting CD8 T cell-vesicle binding. 2C CD8+ T cell-vesicle binding, flow cytometry; active compounds read low. calls only at 7 µM. 0.068% of 330,000 active. AID 2052;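 active means response, share of CD8 T cells binding vesicles, and their 90th percentile fluorescence all below set limits, cut at about 80% in these data, passing the limit was not always enough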
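Assay system – 2C mouse CD8+ T cells · Also added – QL9-loaded Drosophila micro-vesicles · Timing – Cell–vesicle co-incubation 1.5 h at 37 °C, staining 20 min on ice · Signal – flow cytometry of vesicle-bound cells · Measure – percent CD8+ FL2 mean versus row control · Controls – Peptide-free naked vesicles (low) and QL9 vesicles with 0.7% DMSO vehicle (high)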
WT yeast gro inh mutant strain = further read-out of WT yeast gro inh, marked with its call; inhibition, %; mitochondrial fusion phenotypic screen, mutant strain inhibition
Dynein cargo inh cytoplasmic EGFP = recorded beside Dynein cargo inh, whose call it bears; z-score; measured here: cytoplasmic GR-EGFP intensity; active compounds read high
Dynein cargo inh nuclear GR-EGFP = also measured in Dynein cargo inh; calls as there; z-score; measured here: nuclear GR-EGFP intensity;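 lower value marks the stronger effect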
Dynein cargo inh cell count = also measured in Dynein cargo inh; calls as there; z-score; measured here: cell count per field
bCat nuc transl cell count 5 µM = second read-out of bCat nuc transl, no call of its own (marks repeat the call); cell count; measured here: cell count, cytotoxicity flag
T cell HTS vesicle-bound % = second read-out of T cell HTS, no call of its own (marks repeat the call); double positive events, %; measured here: CD8+ vesicle-bound cell fraction;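 binding gate set so that unloaded-vesicle control wells show 10% double positive cells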
MT stabilize HCS Hoechst-high % = second read-out of MT stabilize HCS, no call of its own (marks repeat the call); % Hoechst-high responders; measured here: nuclear condensation Hoechst responders;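 share of cells brighter than vehicle mean plus two SD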
MT stabilize HCS cytotoxicity % = recorded beside MT stabilize HCS, whose call it bears; toxicity, %; measured here: cytotoxicity by cell density;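 0% = mean cell density of plate MIN control wells and 100% = no cells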
Autophagy mod cell loss 18 h = second read-out of Autophagy mod, no call of its own (marks repeat the call); toxicity, %; measured here: cell loss, nuclei count;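 cell loss after 18 h compound exposure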
The depositor's hits bear a star; i = inactive; ? = inconclusive; nt = no result given; + = active, no number.

SMILES	bCat nuc transl	bCat nuc transl cell count 5 µM	Yfh1-off respiration	MT stabilize HCS	MT stabilize HCS Hoechst-high %	MT stabilize HCS cytotoxicity %	M17LAP inhibition	Dynein cargo inh	Dynein cargo inh cytoplasmic EGFP	Dynein cargo inh nuclear GR-EGFP	Dynein cargo inh cell count	Autophagy mod	Autophagy mod cell loss 18 h	P. falciparum M1AAP	WT yeast gro inh	WT yeast gro inh mutant strain	T cell HTS	T cell HTS vesicle-bound %
CC(=O)Cc1nsc(NC(=O)c2ccc(-c3ccc(Cl)cc3Cl)o2)n1	nt	nt	i	3.3	1.7	0.0	12%	-0.71	0.19	-0.3	1.4	i	1	10%	31	18	i	54
Cc1cc(NC(=O)c2ccc(C)c([N+](=O)[O-])c2)no1	-0.3	1090	i	2.5	2.3	7.5	-11%	2.3	-0.04	1.8	-2.2	i	2	1%	3	-11	i	52
COc1ccc(CNC(=S)Nc2ccc(-c3ccccc3)cc2)cc1	-2.4	1075	i	1.7	2.0	5.8	-2%	-0.92	-0.16	-0.41	0.27	i	16	5%	17	22	i	52
COc1cccc(OC)c1C(=O)N1CCN(Cc2ccccc2C)CC1	-0.1	955	i	2.1	1.9	2.6	-1%	-1.6	-0.33	-0.72	1.4	i	25	-6%	21	0	i	36
CCOc1cc(C(c2c(C)[nH][nH]c2=O)c2c(C)[nH][nH]c2=O)ccc1OS(=O)(=O)c1ccc(C)cc1	3.1	1082	i	1.9	0.8	12	30%	-0.99	-0.11	-0.53	1	i	-4	-12%	-8	0	i	24
Cc1cccc(Sc2c([N+](=O)[O-])ncn2C)c1	0.1	1228	i	2.6	1.6	5.3	10%	-0.5	-0.065	0.12	0.38	i	6	-3%	55	0	i	39
CCOc1ccccc1NC(=O)COC(=O)CC(NC(N)=O)c1ccc(Cl)cc1 (stereo unspecified)	0.3	1566	i	2.1	1.6	9.1	0%	0.59	-0.33	0.33	-0.23	i	11	-3%	-17	-11	i	40
c1ccc(-n2cc(CNCCc3cscn3)c(-c3ccc4c(c3)OCO4)n2)cc1	-1.4	972	i	1.7	2.0	9.1	11%	-0.74	-0.0078	-0.081	0.058	i	-5	3%	5	3	i	58
COc1ccccc1C(=O)Nc1nc(-c2cccs2)c(NC(C)=O)s1	-2.0	1150	i	2.4	2.3	4.4	-10%	-0.22	-0.073	-0.29	0.3	i	-38	0%	2	9	i	15
Cc1cc(-c2nc(C)c(C(=O)NNS(=O)(=O)c3cccc(C(F)(F)F)c3)s2)no1	-1.2	1115	i	nt	nt	nt	10%	-0.69	-0.29	-0.39	0.53	nt	nt	-3%	nt	nt	i	23

Sorted by the number under Dynein cargo inh cell count (lowest first): three of the compounds above
compound,Dynein cargo inh cell count
COc1ccc(CNC(=S)Nc2ccc(-c3ccccc3)cc2)cc1,0.27
Cc1cccc(Sc2c([N+](=O)[O-])ncn2C)c1,0.38
CC(=O)Cc1nsc(NC(=O)c2ccc(-c3ccc(Cl)cc3Cl)o2)n1,1.4

Remaining list, next part
SMILES	bCat nuc transl	bCat nuc transl cell count 5 µM	Yfh1-off respiration	MT stabilize HCS	MT stabilize HCS Hoechst-high %	MT stabilize HCS cytotoxicity %	M17LAP inhibition	Dynein cargo inh	Dynein cargo inh cytoplasmic EGFP	Dynein cargo inh nuclear GR-EGFP	Dynein cargo inh cell count	Autophagy mod	Autophagy mod cell loss 18 h	P. falciparum M1AAP	WT yeast gro inh	WT yeast gro inh mutant strain	T cell HTS	T cell HTS vesicle-bound %
COC(=O)c1ccc2c(=O)[nH]c(CSc3nc(C)cs3)nc2c1	2.8	913	i	6.8	2.7	5.3	4%	-0.78	-0.17	-0.42	0.65	+	-5.0*	4%	6	-22	i	54
CCOC(=O)C1CCN(C(=O)Nc2ccc(NC(=O)C3CCN(C(=O)OCC)CC3)cc2)CC1	-0.6	1083	i	6.0	2.5	3.4	-3%	-1.2	-0.23	-0.29	1.1	i	7	8%	-12	-8	i	14
CCOC(=O)c1sc(NC(=O)c2cccc(S(=O)(=O)N3c4ccccc4CC3C)c2)cc1C (stereo unspecified)	-1.2	494	i	i	nt	100	0%	1.8	-0.22	0.65	-1.2	i	13	-1%	-1	-19	i	30
CCOC(=O)Cn1c2c(c(=N)c3c1CCC3)CCC2	-2.9	937	i	3.2	1.8	5.0	-10%	-0.5	-0.14	-0.43	-1.5	i	13	-5%	8	-12	i	32
Cc1cccc(-n2c(SCC(=O)N3CCCC3)nnc2-c2ccccn2)c1C	-5.1	857	nt	4.9	3.1	9.2	2%	3.1	0.15	2.3	-2.4	i	-9	4%	1	17	i	24
COc1ccc(N2CCN(C(=O)C3CCN(S(=O)(=O)N4CCOCC4)CC3)CC2)cc1	nt	nt	i	4.2	1.4	4.9	11%	-0.51	-0.31	0.06	0.4	i	-3	6%	4	-11	nt	nt
CN1/C(=c2/s/c(=C3/C(=O)N(c4ccccc4)NC3=Nc3ccccc3)n(C)c2=O)C(C)(C)c2ccccc21	-1.2	1006	i	2.6	1.9	9.2	-17%	0.39	1.8	0.95	0.34	i	-29	4%	14	-41	i	38
COc1ccc(-n2c(C)c(C(=O)O)c3cc(OC)c4ccccc4c32)cc1	-0.3	1343	i	nt	nt	nt	5%	0.1	-0.16	0.56	0.28	nt	nt	5%	nt	nt	i	54
O=C(c1coc(=O)c(Br)c1)N1CCOCC1	1.7	1082	i	4.5	2.2	3.4	-23%	0.16	-0.2	0.016	0.052	i	-4	-1%	4	2	nt	nt
O=C(NCc1ccco1)c1nn2c(C(F)(F)F)cc(-c3cccs3)nc2c1Cl	0.2	1134	i	2.8	1.6	5.8	6%	-1.1	-0.22	-0.61	1.2	i	2	11%	8	13	i	21
Cc1cc(C)n2nc(SCCOc3ccccc3F)nc2n1	-0.6	1159	i	6.6	3.9	8.2	2%	1	-0.38	1	0.35	i	3	3%	-17	7	i	51
COc1cccc(-c2[nH]nc3c2C(c2ccsc2)C(C#N)=C(N)O3)c1 (stereo unspecified)	nt	nt	i	3.3	1.9	5.6	35%	-0.31	-0.16	-0.27	0.31	i	6	?	37	26	i	36
CCCC(=O)NC(=S)N1CCN(c2ccc([N+](=O)[O-])cc2)CC1	0.5	565	i	4.0	2.7	5.3	-15%	0.26	0.17	-0.22	-0.43	i	10	7%	7	-8	i	41
CCOc1ccc(-c2c(C(=O)N/N=C/c3ccccc3)nnn2-c2nonc2N)cc1	2.1	1324	i	nt	nt	nt	-8%	-0.61	-0.19	0.012	0.88	nt	nt	-1%	nt	nt	i	23
CN(CC(=O)Nc1cccc(F)c1)CC(=O)Nc1cccc([N+](=O)[O-])c1	-1.1	1092	i	1.2	1.3	7.4	13%	-0.64	-0.21	-0.53	1.2	i	-1	4%	-11	7	i	40
COC(=O)c1ccc(C)c(NC(=O)c2nn(C)c(=O)c3ccccc23)c1	-7.1	979	i	3.1	3.7	4.3	-6%	0.18	-0.095	0.42	0.16	i	10	5%	12	1	i	48
CCN(CC)c1ccc(/C=C(\C#N)C(=O)c2ccc(Br)cc2)cc1	-0.6	988	i	9.1	22	16	9%	-0.99	2.1	-0.38	0.47	i	12	5%	30	14	i	57
COc1ccc(S(=O)(=O)N(Cc2ccccc2)Cc2nc3ccccc3c(=O)[nH]2)cc1	1.5	1170	i	2.4	1.9	8.4	15%	-0.074	-0.11	0.13	0.004	i	21	8%	-2	-16	i	4

Single records, as listed above.
Record of CCN(CC)c1ccc(/C=C(\C#N)C(=O)c2ccc(Br)cc2)cc1 = bCat nuc transl = -0.6; bCat nuc transl cell count 5 µM = 988; Yfh1-off respiration = i; MT stabilize HCS = 9.1; MT stabilize HCS Hoechst-high % = 22; MT stabilize HCS cytotoxicity % = 16; M17LAP inhibition = 9%; Dynein cargo inh = -0.99; Dynein cargo inh cytoplasmic EGFP = 2.1; Dynein cargo inh nuclear GR-EGFP = -0.38; Dynein cargo inh cell count = 0.47; Autophagy mod = i; Autophagy mod cell loss 18 h = 12; P. falciparum M1AAP = 5%; WT yeast gro inh = 30; WT yeast gro inh mutant strain = 14; T cell HTS = i; T cell HTS vesicle-bound % = 57
Record of CN(CC(=O)Nc1cccc(F)c1)CC(=O)Nc1cccc([N+](=O)[O-])c1 = bCat nuc transl = -1.1; bCat nuc transl cell count 5 µM = 1092; Yfh1-off respiration = i; MT stabilize HCS = 1.2; MT stabilize HCS Hoechst-high % = 1.3; MT stabilize HCS cytotoxicity % = 7.4; M17LAP inhibition = 13%; Dynein cargo inh = -0.64; Dynein cargo inh cytoplasmic EGFP = -0.21; Dynein cargo inh nuclear GR-EGFP = -0.53; Dynein cargo inh cell count = 1.2; Autophagy mod = i; Autophagy mod cell loss 18 h = -1; P. falciparum M1AAP = 4%; WT yeast gro inh = -11; WT yeast gro inh mutant strain = 7; T cell HTS = i; T cell HTS vesicle-bound % = 40
